Screening data deposited in PubChem BioAssay by Fisher Drug Discovery Resource Center.
NPYLR7 agonist – activates Aedes aegypti NPYLR7 receptor. HEK293T NPYLR7/Galpha15, GCaMP6s calcium fluorescence. activation, % at 10 µM. hit rate 0.15% among 270,000. AID 1259423; in the data active means activation above about 40%;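 further: 0% = vehicle and 100% = reference agonist at the receptor; some compounds past the cut are filed as inactive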
mcGAS lum – blocks mouse cGAS activity; hit rate 0.15% among 160,000; recombinant cGAS, Kinase-Glo ATP depletion luminescence; inhibition, % at 12.5 µM;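 further: 0% = negative control wells and 100% = reference inhibitor with no enzyme activity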
hcGAS lum – human cGAS inhibition | hit rate 0.081% among 290,000 | AID 1259398 | inhibition, % at 12.5 µM | Q8N884 | recombinant h-cGAS, ATP depletion, Kinase-Glo luminescence;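 further: 0% = vehicle reaction and 100% = reaction without DNA for no activity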
Target sequence (Q8N884 whole entry, looked up): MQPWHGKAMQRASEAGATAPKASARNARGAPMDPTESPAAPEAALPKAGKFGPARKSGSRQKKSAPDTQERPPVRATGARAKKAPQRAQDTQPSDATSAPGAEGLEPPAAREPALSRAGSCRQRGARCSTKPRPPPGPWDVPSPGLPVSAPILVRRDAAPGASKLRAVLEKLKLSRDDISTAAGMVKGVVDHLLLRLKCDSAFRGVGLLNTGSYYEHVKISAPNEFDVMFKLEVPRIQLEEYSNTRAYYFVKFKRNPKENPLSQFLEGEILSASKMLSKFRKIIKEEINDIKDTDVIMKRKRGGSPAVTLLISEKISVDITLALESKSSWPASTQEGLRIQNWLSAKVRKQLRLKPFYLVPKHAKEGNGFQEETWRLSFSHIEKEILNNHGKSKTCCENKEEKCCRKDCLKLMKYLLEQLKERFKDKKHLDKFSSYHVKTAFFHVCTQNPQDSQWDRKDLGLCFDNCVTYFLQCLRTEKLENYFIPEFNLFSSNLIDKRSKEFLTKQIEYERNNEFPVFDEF
The depositor's hits bear a star; nt = no result given; & = joins results of further samples. Unless noted, no stated cut-off is given here; in the data, active means inhibition above about 40%; inactive means the rest.

molecule,NPYLR7 agonist,hcGAS lum,mcGAS lum
O=C(CN(CC1CCCO1)S(=O)(=O)c1ccc(Cl)cc1)N1CCc2sccc2C1COc1ccccc1F (stereo unspecified),nt,-6,-6
CCCc1cc(=O)[nH]c(N=C(N)Nc2ccc3c(c2)OCCO3)n1,0,-4,nt
COc1ccc2c(c1)C=C(CNCc1cccnc1N1CCN(C(C)=O)CC1)CO2,3,-11,nt
Cc1sc(NC(=O)c2ccccc2F)c(CN2CCCCC2C)c1C (stereo unspecified),10,-8,nt
CN(Cc1ccccc1)c1ncccc1CNC(=O)CC1CNCCO1 (stereo unspecified),-4,-4,-11
COCCNC(=O)c1c(NC(=O)c2ccc(Cl)cc2)sc2c1CCCC2,-1,-5,-9
CC(C)(C)c1ccc2oc(=O)n(C3CCN(C(=O)C4CCCC4)CC3)c2c1,17,0,-5
Cc1ccc(OCCN(C)C(=O)c2cccc(C#CC(C)(C)O)c2)c(C)c1,-10,-6,0
Cc1ccc(NC(=O)CC(=O)NC(C(=O)N(C)C)c2ccccc2)cc1 (stereo unspecified),1,3,-12
Cc1cc(C)nc(SCc2cn3cccnc3n2)n1,-2,-9,-2

Arranged by count of non-hydrogen atoms (descending): 3 of the compounds above.
molecule,NPYLR7 agonist,hcGAS lum,mcGAS lum
COCCNC(=O)c1c(NC(=O)c2ccc(Cl)cc2)sc2c1CCCC2,-1,-5,-9
CCCc1cc(=O)[nH]c(N=C(N)Nc2ccc3c(c2)OCCO3)n1,0,-4,nt
Cc1cc(C)nc(SCc2cn3cccnc3n2)n1,-2,-9,-2

More results follow:
molecule,NPYLR7 agonist,hcGAS lum,mcGAS lum
O=C(c1ccc2c(c1)OCCCO2)N1CCN(S(=O)(=O)c2ccccc2C(F)(F)F)CC1,1,-7,-4
O=C(C1CCN(Cc2ccco2)CC1)N1CCC(O)(c2ccccc2)C1 (stereo unspecified),6,-1,nt
COc1cc(NC(=O)C2CC(=O)N(c3ccccc3Cl)C2)cc(OC)c1OC (stereo unspecified),0,0,nt
Cc1ccc(-c2ocnc2C(=O)N(C)C2CCS(=O)(=O)CC2)cc1,8,-8,-16
O=C(NCCn1ncc2ccccc2c1=O)c1coc2c1C(=O)CCC2,-1,-5,-16
Cc1ccc(COc2ccc(Cl)cc2CNc2nn[nH]n2)cc1,-13,-5,nt
CC1(C(=O)Nc2ccc3c(c2)OCCO3)CCN1C(=O)c1ccccc1CCc1ccccc1 (stereo unspecified),8,-10,-5
COCC1(CN[C@@H]2c3ccccc3C3(CCNCC3)[C@H]2O)CCCC1,nt,-15,-7
CCCc1nc(C(=O)N2CCO[C@@H]3CCCC[C@H]32)cs1,2,-6,-13
CCCCCCCC(=O)N1CCSC1c1cc(OC)cc(OC)c1 (stereo unspecified),-4,-9,-5

More compounds.
molecule,NPYLR7 agonist,hcGAS lum,mcGAS lum
Cc1cccn2c(=O)cc(OCC(=O)c3ccc4c(c3)NC(=O)CO4)nc12,-3,-6,-7
CC(C)c1cc(C(=O)Nc2ccc(N(C)C)nc2)nn1C(C)(C)C,5,-13,nt
O=C(c1ccc(F)cc1C(F)(F)F)N1CCN(c2nc3ccccc3nc2-c2ccccc2)CC1,nt,-10,-9
CC(C)(C)c1ccc(NC(=O)c2csc(COC(=O)c3ccccc3)n2)cc1,-7,-9,-4
CCc1nnc(NC(=O)C2Cc3ccccc3CN2C(=O)c2ccco2)s1 (stereo unspecified),4,-6,-10
CCCn1c(=O)c2c(nc3n(-c4ccc(O)cc4)c(C)cn23)n(C)c1=O,4,-7,nt
CCCNc1nc(SC)nc2c1cnn2CCNC(=O)c1ccc(F)cc1,nt,-2,-7
Cc1nccn1-c1ccc(CNC(=O)c2cc(Cl)c[nH]2)cc1F,-6,-11,nt
COc1ccc(CCN(C)c2cc(C(C)(C)C)nc(SCc3ccc(C(=O)NCC4CCCO4)cc3)n2)cc1OC (stereo unspecified),7,-5,-5
OCCn1c(SCc2cccc3ccccc23)nc2ccccc21,11,-5,-7

(more compounds)
molecule,NPYLR7 agonist,hcGAS lum,mcGAS lum
CC(C)CN1CC2(CCN(c3cc(N4CCCC4)cnn3)CC2)CC1=O,nt,-9,-4
CCOc1coc(C(=O)NCCc2ccc(Cl)cc2)cc1=O,13,-10,nt
CC=CCSc1nc2c(c(=O)n(C)c(=O)n2C)n1Cc1ccccc1,17,-12,nt
N#Cc1ccc(CSc2nc(N)cc(=O)[nH]2)cc1,6,-4,-4
CCc1cccc(NC(=O)C(=O)Nc2cnn(CC(=O)N(C)C)c2)c1,12,-6,nt
CC(C)CN(CC(N)=O)Cc1csc(N(C)C2CC2)n1,3,7,-1
Cn1nc(C2CCN(C(=O)CS(C)(=O)=O)CC2)n(Cc2ccccc2)c1=O,2,-4,-16
CC1c2cccn2CCN1C(=O)CN(CC1CCCO1)C(=O)OC(C)(C)C (stereo unspecified),-7,8,nt
CC(C)C(=O)N1CCC1(C)C(=O)NS(=O)(=O)c1cccs1 (stereo unspecified),-1,-14,nt
O=C(Nc1cccc(Cl)c1)c1cn(CC2CCCO2)cc2c(=O)n(-c3ccccc3)nc1-2 (stereo unspecified),7,-5,-8

(continued)
molecule,NPYLR7 agonist,hcGAS lum,mcGAS lum
CC(C)C(=O)NC1CCN(CCc2ccc3ccccc3c2)CC1,-9,0,nt
CCOC(=O)c1cc(-c2cccc(NC(=O)c3cc(OC)cc(OC)c3)c2)n(-c2ccccc2F)n1,20,-2,-6
O=C1CSC2=NCN(c3cccc(Br)c3)CN12,-2,-3,-3
Cc1cc(Br)c2[nH]c(O)c(N=Nc3ccc([N+](=O)[O-])cc3)c2c1,23,-5,-7
COc1ccc(F)c(-c2nc(OC)cc(OC)n2)c1,8,-4,-17
COc1cc(OC)cc(C(=O)NCC2Cc3cccc(F)c3O2)c1 (stereo unspecified),5,0,-4
CC(=O)Oc1c(-c2ccc(NC(=O)Cc3ccccc3)cc2)c(CC(C)C)nn1-c1ccc(C)cc1,6,-8,-4
O=C(c1ccccc1)N(Cc1ccccc1)[C@@H]1C[C@@H]2COCC[C@]2(c2ccccc2)C1,28,-1,-7
CCCc1noc(CSC(C)c2ccccc2Cl)n1 (stereo unspecified),4,-12,nt
CCOc1ccc(C(=O)N2CC3(CCNCC3)CC2C(=O)O)cc1OCC (stereo unspecified),3,-2,nt

Following part
molecule,NPYLR7 agonist,hcGAS lum,mcGAS lum
CC1=C(C(=O)N(Cc2ccsc2)CC(C)C)C(C)NC(=O)N1 (stereo unspecified),-4,-11,nt
O=C(CCCc1ccc2[nH]c(=O)[nH]c2c1)N1CCC(N2CC=CC2)CC1,6,-9,nt
C/C(=C\c1ccco1)CN1CCN(Cc2ccsc2)C(CCO)C1 (stereo unspecified),2,-9,-9
O=C1CC(NCc2cccnc2)C(=O)N1c1ccc(-c2nc3ccccc3o2)cc1 (stereo unspecified),14,-2,-3
COc1ccc(N2CCN(C(=O)c3cc(=O)c(OCc4ccc(F)cc4)c[nH]3)CC2)cc1,0,-9,nt
Cc1ccc(O)c(S(=O)(=O)N2CCN(C(=O)NCC3CCCC3)CC2)c1,5,-5,-17
CC1(C)C2CC=C(C=Nn3cnc4ccccc4c3=O)C1C2 (stereo unspecified),2,-6,nt
Cc1cc(C)n(-c2cc(NCCNC(=O)c3sc(-c4ccccc4)nc3C)ncn2)n1,-5,-6,-8
CCCc1nc(N2CCCN(C(=O)N(C)C)CC2)c2cnn(-c3ccccc3)c2n1,nt,-12,-9
CC(Cc1ccsc1)NC(=O)N1CCc2ccccc2C1 (stereo unspecified),-2,-7,nt

The results go on:
molecule,NPYLR7 agonist,hcGAS lum,mcGAS lum
Cc1c(Br)c([N+](=O)[O-])nn1CC(=O)N1CCOCC1,3,0,0
CC(O)CN1CCN(Cc2nnnn2C2CC2)CC1C (stereo unspecified),4,-6,nt
CNS(=O)(=O)c1ccc(CN2CC[C@@H](c3ccc(F)cc3)[C@H](O)C2)cc1,13,-1,nt
COc1ccc(C2SCCN2S(=O)(=O)c2ccc(Br)cc2)cc1OC (stereo unspecified),7,1,nt
CN(Cc1noc(-c2ccccc2)n1)C(=O)CCNC(=O)c1ccccc1F,23,-6,-12
O[C@H]1COC[C@@H]1N1CCCN(Cc2ccc(Cl)o2)CC1,nt,-19,-8
COc1ccc(OC)c(C=CC(=O)N2CC=C(c3ccccc3)CC2)c1,4,-7,nt
O=c1[nH]c(CSc2ccccn2)nc2c1oc1ccccc12,1,-10,nt
Cc1sc2ncn(Cc3ccccc3C#N)c(=O)c2c1-c1ccccc1,1,-5,nt
C[C@@H](C(=O)N1C[C@H]2C[C@H](O)[C@H](O)C[C@H]2C1)c1ccccc1,6,-3,nt

(list continues)
molecule,NPYLR7 agonist,hcGAS lum,mcGAS lum
Cc1noc(C)c1COc1cc2ccccc2cc1C(=O)NCC1CCOC1 (stereo unspecified),8&-2,-5&8,nt
O=C(Nc1ccc(N2CCOCC2)c2nonc12)c1cc2c(s1)CCCC2,0,-5,nt
CC(=O)Nc1nc(SCC(=O)N2CCCc3ccccc32)[nH]c(=O)c1NC(=O)c1ccccc1,-4,-1,1
O=C(Oc1ccc2sc(=O)oc2c1)c1cccs1,9,-5,nt
CC(C(=O)NC1=NCCS1)N1C(=O)c2ccccc2S1(=O)=O (stereo unspecified),12,-8,nt
O=C(Nc1cccc2c1CCCC2)N1CCN(C(=O)C2CCS(=O)(=O)C2)CC1 (stereo unspecified),7,-6,nt
CCNC(=O)N(CCOC)Cc1nccn1Cc1ccc(C(F)(F)F)cc1,8,-7,-5
O=C(OCc1ccccc1F)c1ccc(Cl)c(S(=O)(=O)N2CCCCC2)c1,-2,-3,nt
CC1(C)COC(c2cccn2Cc2ccc(F)cc2)=N1,10,-12,nt
CNC(=O)NC(=O)CN(C)Cc1ccc(SC(F)F)cc1,-3,-4,-12

The listing continues.
molecule,NPYLR7 agonist,hcGAS lum,mcGAS lum
Cc1ccc(S(=O)(=O)NCCSCc2ccc(Cl)cc2)cc1[N+](=O)[O-],1,-5,nt
CC(C)(C)c1ccc(S(=O)(=O)N2CCN(Cc3ccccc3)CC2)cc1,-5,-6,-8
CCN(CC1CCCN(CCc2cccc(F)c2)C1)C(=O)C1=NN(C)C(=O)CC1 (stereo unspecified),3,-4,nt
O=C(NNC(=O)C1CC(=O)N(C2CC2)C1)c1ccccn1 (stereo unspecified),14,-13,nt
O=c1cc(CSc2nnc(NC3CC3)s2)nc2sccn12,7,-5,nt
CCc1noc(C)c1C(=O)N1CC(C)OC(C)C1 (stereo unspecified),6,2,nt
O=C(O)c1cn(Cc2ccccc2)nc1OCc1ccccc1,2,-10,nt
Cc1cc(C)c(S(=O)(=O)NC2CC(C)(C)NC(C)(C)C2)c(C)c1,0,1,nt
CCOc1ccc(C(=O)N[C@H](C(=O)NCc2cccc(Cl)c2)C(C)C)cc1,7,-3,nt
Cc1noc(CCCC(=O)NNc2c(Cl)cc(Cl)cc2Cl)n1,12,-8,-16

Some values from the entries so far:
NPYLR7 agonist with Cc1noc(CCCC(=O)NNc2c(Cl)cc(Cl)cc2Cl)n1 → 12
hcGAS lum with O=c1cc(CSc2nnc(NC3CC3)s2)nc2sccn12 → -5
hcGAS lum with O=C(O)c1cn(Cc2ccccc2)nc1OCc1ccccc1 → -10

(next part)
molecule,NPYLR7 agonist,hcGAS lum,mcGAS lum
Cc1cccc(Oc2cnn(-c3ccccc3Cl)c(=O)c2Nc2ccc(C(=O)NCc3cccnc3)cc2)c1,12,-7,-6
Cc1ccc(-n2c(SCC(=O)N3CCNC3=O)nc3sc4c(c3c2=O)CCC4)c(C)c1,2,-2,nt
CCCN(C)CC1CCN(S(=O)(=O)Cc2cccc(C#N)c2)C1 (stereo unspecified),2,5,nt
COCCN1C(=O)CC(CC(=O)N2CCCC2c2nc3ccccc3s2)(c2ccccc2F)C1=O (stereo unspecified),17,-8,-10
CCCN1CCC(Cc2noc(-c3cnc4c(c3)nnn4C)n2)CC1,2,1,-2
Cc1ccn2c(NC3CCCCC3)c(-c3ccc(OC(=O)c4cccc([N+](=O)[O-])c4)cc3)nc2c1,5,-4,-7
CCc1c2cc(OC)c(OC)cc2cc(=O)n1N,-18,0,nt
Cc1nn(C)c(C)c1S(=O)(=O)N1CCCC(CO)(Cc2ccccc2)C1 (stereo unspecified),7,-4,nt
CSc1ccc(CN2CCC2(C)C(=O)NCCc2ccccn2)cc1 (stereo unspecified),6,-3,nt
CCNc1ncc(C(=O)N(CC#Cc2ccccc2)C2CCCC2)cn1,10,-9,nt

Continued:
molecule,NPYLR7 agonist,hcGAS lum,mcGAS lum
Cc1cccn2c(=O)nc(SCC(=O)Nc3ccc(Br)cc3)nc12,9,-11,nt
O=C(NCc1ccc2c(c1)OCO2)c1ccc(-c2ccccc2Cl)o1,4,0,-1
Cc1nnc(NC(=O)c2cc3c(C)nn(CC(C)C)c3s2)s1,-1,-5,nt
CN(Cc1ccco1)C(=O)c1ccccc1N1CCC(N)CC1,-2,-4,nt
Cc1oc(-c2ccccc2)nc1Cn1c(=O)n(C(C)C)c(=O)c2ccccc21,-1,-3,-7
